# SIRT5 inh: sirtuin-5 (human) deacylase inhibition; Q9NXA8; AID 652115; inhibition, % at 15 µM; Purified SirT5, succinyl-peptide AMC, trypsin-coupled fluorescence; actives 1.1% (n = 330,000); in the data active means inhibition above about 15%; inconclusive means no clear call, values can overlap the other calls
# Target sequence (Q9NXA8 whole entry, looked up): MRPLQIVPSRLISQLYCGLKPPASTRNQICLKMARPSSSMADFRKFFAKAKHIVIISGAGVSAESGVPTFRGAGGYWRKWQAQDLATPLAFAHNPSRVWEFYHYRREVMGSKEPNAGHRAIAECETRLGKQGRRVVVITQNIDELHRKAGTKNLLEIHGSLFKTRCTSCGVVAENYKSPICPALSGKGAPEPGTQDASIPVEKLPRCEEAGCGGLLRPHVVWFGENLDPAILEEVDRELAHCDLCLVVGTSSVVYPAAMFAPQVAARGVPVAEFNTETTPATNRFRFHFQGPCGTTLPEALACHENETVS
# EWS-Fli inh: inhibitors of EWS/Fli oncoprotein transcriptional activity. A673 NR0B1-luciferase reporter, viability-normalised. inhibition, % at 12.6 µM. actives 0.67% (n = 350,000). AID 651661;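 active means mean inhibition of at least 50% after viability correction, with every replicate also passing that limit; inconclusive means mean reaches 50% but only one of two replicates passes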;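 further: firefly luciferase signal divided by Alamar Blue viability fluorescence both relative to DMSO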
# CASP6 VEID inh: blocks human caspase-6 cleavage activity. purified caspase-6, Z-VEID-R110 cleavage fluorescence. inhibition, % at 12.5 µM. P55212. actives 0.53% (n = 350,000). AID 686996;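 active means mean inhibition across replicates at least about 35%, with every replicate also reaching that limit, limit read from the data; inconclusive means only one of the two criteria met; inactive means neither criterion met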;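 further: 0% = median of neutral control wells and 100% = no fluorescence left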
# Target sequence (P55212 24-179 limits assumed): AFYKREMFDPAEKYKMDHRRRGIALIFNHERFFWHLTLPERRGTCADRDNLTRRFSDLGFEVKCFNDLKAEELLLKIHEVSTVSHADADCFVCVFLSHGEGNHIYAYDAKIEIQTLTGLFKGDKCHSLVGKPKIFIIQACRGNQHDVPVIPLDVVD
# Target sequence (P55212 194-293 limits assumed): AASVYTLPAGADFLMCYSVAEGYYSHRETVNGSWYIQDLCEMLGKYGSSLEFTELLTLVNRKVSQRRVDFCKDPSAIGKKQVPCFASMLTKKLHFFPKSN
# DENV2 CPE rescue: DENV2-induced cell death inhibition; DENV2-infected cells, cytopathic effect rescue, plate reader; CPE inhibition, % at 9.99 µM; actives 1.7% (n = 350,000); in the data active means CPE inhibition above about 20%, passing the limit was not always enough; inconclusive means no clear call, values can overlap the other calls; tested in BHK-21 cells;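 further: 0% = median of neutral control wells and 100% = median of positive control wells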
# ARNT-TACC3 inh: ARNT/TACC3 interaction disruption. AlphaScreen His-ARNT PAS-B/GST-TACC3 binding, luminescence; TACC3 fragment carries E629A point mutation. inhibition, % at 9.99 µM. actives 0.66% (n = 390,000). AID 623870;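 active means mean inhibition of replicates at least 50% and at least half of replicates each reaching 50%; inconclusive means half or more replicates reach 50% but mean below 50%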;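 further: 0% = complete ARNT plus TACC3 wells and 100% = ARNT alone without TACC3; many hits fall short of the cut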
# LGR2 inh: Drosophila LGR2 receptor signaling inhibition; HEK293 LGR2, CRE-luciferase, bursicon-stimulated, 4 h; inhibition, % at 9.99 µM; actives 0.35% (n = 380,000); AID 720647;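 active means drop in luminescence signal, shown as inhibition above about 50% in the replicate tests, limit read from the data, passing the limit was not always enough; inconclusive means probably only some replicates passing the limit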;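 further: agonist challenge used bursicon conditioned medium at about half maximal strength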
# PAX8 reporter: PAX8 transcriptional activity inhibition; RMG-I TPO-luciferase reporter, SteadyGlo, 24 h; inhibition, % at 12.6 µM; actives 1.2% (n = 360,000); AID 652154;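 active means mean replicate inhibition at least 60% with every replicate also reaching 60%; inconclusive means only one of the two criteria is met; inactive means mean below 60% and not all replicates reaching 60%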;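 further: luciferase light reporting Pax8 driven TPO promoter activity; plate controls were median of neutral control wells for no effect and mitoxantrone controls for full effect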
# * marks the source's active call; other numbers are inactive results; ? = inconclusive; . = no result given.
SMILES,SIRT5 inh,EWS-Fli inh,CASP6 VEID inh,DENV2 CPE rescue,ARNT-TACC3 inh,LGR2 inh,PAX8 reporter
O=C(Nc1ccccc1)c1ccc(S(=O)(=O)NCc2cccnc2)cc1,1,19,-2,0,2,25,11
CN(CC(=O)NCc1ccccc1)Cc1ccc(Cl)cc1,12,2,1,15,6,13,-7
CN(CC(=O)Nc1cccc(F)c1)C(=O)c1ccc(C(=O)c2ccccc2)cc1,-5,8,4,-4,-2,10,14
O=C(NCC(F)(F)F)[C@@H]1[C@@H](CO)[C@@H]2Cn3c(cccc3=O)[C@@H]2N1Cc1cccc(F)c1,16*,1,-1,?,.,6,-22
COc1ccccc1NC(=O)N[C@H]1CC[C@@H](CC(=O)N[C@@H](C)c2ccccc2)O[C@H]1CO,6,-9,-2,3,-8,6,3
Cc1cccc(C(=O)NCC(=O)OCC(=O)N2CCN(S(=O)(=O)c3ccc(C)cc3C)CC2)c1,-3,5,0,-9,-3,10,-16
Cn1c(SCC(=O)NCC2CCCO2)nc2c(c1=O)SCC2 (stereo not given),-2,6,-4,15,-4,8,.
C[C@@H]1CCCCO[C@@H](CN(C)C(=O)c2ccncc2)[C@@H](C)CN([C@@H](C)CO)C(=O)c2cc(NC(=O)C3CCCCC3)ccc2O1,3,-5,-1,?,-2,-4,-19
S=C(NCc1ccccc1)NC1CCCc2ccccc21 (stereo not given),112*,2,3,1,.,-7,5
O=Cc1cccn1-c1cccc([N+](=O)[O-])c1,-6,-15,2,-7,-3,4,25
Cc1ccc(NCCC#N)cc1C,-1,2,-3,-13,-22,2,14
O=C(Nc1ccc2c(c1)OCCO2)C1c2ccccc2OCC(=O)N1C1CC1 (stereo not given),-3,-7,0,3,.,9,-31
COc1cccc(NC(=O)N[C@@H]2CC[C@@H](CC(=O)NCc3ccncn3)O[C@H]2CO)c1,-11,-6,5,1,-5,13,4
COc1cc(NC(=O)CN2CCN(c3ccccc3O)CC2)c(C)cc1[N+](=O)[O-],.,.,.,.,-1,-2,12
Cn1c(=O)[nH]c(=O)c2c1nc(NCCCO)n2CCOc1ccccc1,-3,10,-3,-4,-4,12,-3
Cc1ccc(Nc2nc(CSc3nnc(-c4ccc(F)cc4)n3C)cs2)cc1,.,-12,.,.,33,-48,-98
O=C(c1ccco1)N(Cc1cccc(F)c1)C1CCS(=O)(=O)C1 (stereo not given),-1,-6,1,0,0,16,0
C[C@@H]1CCCCO[C@@H](CN(C)C(=O)NC2CCCCC2)[C@@H](C)CN([C@H](C)CO)C(=O)c2cc(NC(=O)CCCN(C)C)ccc2O1,-5,-6,-1,7,-6,9,.
COc1ccc2c(c1OC)C(=O)N1C2SC(C)(C)[C@H]1C(=O)NC1CCCC1 (stereo not given in full),1,0,0,-6,-2,1,.
CC(C)c1cn(CC[C@H]2CC[C@@H](NC(=O)c3cccc(F)c3)[C@H](CO)O2)nn1,2,8,1,19,25,11,-15
O=C(Cc1ccccc1)N1CC(=O)N2[C@H](CO)[C@@H](c3ccc(Br)cc3)[C@@H]2C1,-1,-1,2,6,.,-4,.
COc1ccc(C(CNc2ccc(S(=O)(=O)N3CCN(C)CC3)cc2[N+](=O)[O-])N(C)C)cc1 (stereo not given),7,1,-2,6,8,-7,-2
C[C@@H]1CN([C@@H](C)CO)C(=O)c2cccc(NS(=O)(=O)c3ccc(F)cc3)c2O[C@@H]1CN(C)C(=O)NC1CCCCC1,-1,10,-2,7,1,7,3
CC(C)CC1NC(=O)C(CC(C)C)N(CO)C1=O (stereo not given),4,-3,7,-2,-7,9,-14
C[C@H](CO)N1C[C@H](C)[C@@H](CN(C)C(=O)C2CCCCC2)OCCCC[C@H](C)Oc2ccc(NS(=O)(=O)c3ccc(F)cc3)cc2C1=O,10,2,6,-8,-6,0,-32
# Additional compounds.
SMILES,SIRT5 inh,EWS-Fli inh,CASP6 VEID inh,DENV2 CPE rescue,ARNT-TACC3 inh,LGR2 inh,PAX8 reporter
O=C(Nn1c(C2CCC2)nc2ccccc2c1=O)c1cccs1,0,0,1,-5,-5,43,-4
COc1ccc(NS(=O)(=O)c2cc3c4c(c2)C(C)C(=O)N4CCC3)cc1 (stereo not given),-3,3,4,-1,5,5,0
CCOC(=O)CNC(=O)CSc1nc(-c2ccc(C)cc2)ns1,0,6,10,2,19,-2,3
O=C(CSc1nc(-c2ccc(Cl)cc2)cs1)Nc1cccc([N+](=O)[O-])c1,-5,-38,2,10,-2,-20,-7
CCOC(=O)c1ccccc1NC(=O)COC(=O)CCC(=O)N1CCOCC1,-7,.,1,-14,.,-6,-8
CCNC(=O)[C@@H]1[C@@H](CO)[C@@H]2Cn3c(ccc(-c4ccc(F)cc4)c3=O)[C@@H]2N1Cc1ccccc1F,-9,-1,.,0,2,2,9
O=S(=O)(Cc1ccccc1)N1[C@H](CO)[C@@H](c2ccccc2)C12CN(CCC(F)(F)F)C2,-1,2,-1,-10,.,0,2
NS(=O)(=O)c1ccc(CCNC(=O)CNC(=O)Cc2ccccc2)cc1,-10,-3,.,3,-19,-11,-15
CCN1[C@@H]2c3ccc(C4=CCCCC4)c(=O)n3C[C@H]1[C@H](CO)[C@H]2C(=O)NC1Cc2ccccc2C1,-11,-2,2,13,.,-1,9
Cc1ccc(N2CC(C(=O)OCc3nc(N)nc(Nc4ccccc4C)n3)CC2=O)cc1 (stereo not given),-2,-2,12,-4,-7,-8,18
O=C(Nc1ccc(NC(=O)c2ccc([N+](=O)[O-])o2)cc1Cl)c1ccco1,-8,-48,0,-7,-1,-20,33
O=[N+]([O-])c1cccc(S(=O)(=O)Nc2cccc(-c3ccc(N4CCOCC4)nn3)c2)c1,-1,-48,3,-2,.,-60,-96
COc1cccc(-c2ccc3c(c2)[C@@H]2[C@@H](CCN2C(=O)C2CCOCC2)[C@@H](CO)N3)c1,1,-5,-1,1,4,-9,-8
CO[C@H]1CN(C)C(=O)c2ccc(NS(C)(=O)=O)cc2OC[C@@H](C)N(CC2CCOCC2)C[C@@H]1C,-5,-1,2,4,-8,9,.
NC(=O)C1CCN(C(=O)CCc2ccsc2)CC1,1,0,-2,-3,-7,14,26
O=C(OCC(=O)N1CCN(C(=O)c2ccco2)CC1)c1cc(F)c(F)cc1Cl,-2,-4,0,4,-2,-18,.
Cc1ccc(-c2ccc(=O)n(CCC(=O)N3CCN(c4ccccc4)CC3)n2)cc1,-6,-3,-3,1,3,3,63*
COc1cccc(S(=O)(=O)N2CCCCN3[C@H](CO)[C@@H](c4ccc(-c5cncnc5)cc4)[C@@H]3C2)c1,-3,0,0,-11,1,-9,5
COc1ccc(NC(=O)CSc2nc3nc(C)cc(C)n3n2)cc1,1,4,2,?,-2,-1,1
CC(C)NC(=O)Nc1ccc2c(c1)CC(=O)N([C@@H](C)CO)C[C@@H](C)[C@@H](CN(C)Cc1ccncc1)O2,2,3,-2,-2,-7,-3,30
C=CCNC(=O)CSc1nc2ccccc2c(=O)n1CCc1ccc(OC)c(OC)c1,8,-1,-4,-1,-2,16,-7
Cc1ccc(NC(=O)COc2cccc3ccccc23)c(O)c1,-4,2,2,-1,-2,-6,-24
O=C(COC(=O)[C@H](Cc1ccccc1)NC(=O)c1cccs1)Nc1cc(F)ccc1F,-5,4,3,3,-9,-2,36
C[C@@H]1CN([C@@H](C)CO)C(=O)Cc2cc(NC(=O)Nc3ccc(F)cc3)ccc2O[C@@H]1CN(C)Cc1ccccc1,4,-8,0,19,-2,2,19
COc1ccc(NC(=O)Nc2ccc3c(c2)C(=O)N([C@@H](C)CO)C[C@@H](C)[C@@H](CN(C)C(=O)NC2CCCCC2)OCCCC[C@H](C)O3)cc1,5,-10,1,5,4,17,6

# Some of these compounds in order of length of the SMILES, low to high:
SMILES,SIRT5 inh,EWS-Fli inh,CASP6 VEID inh,DENV2 CPE rescue,ARNT-TACC3 inh,LGR2 inh,PAX8 reporter
O=C(Nc1ccccc1)c1ccc(S(=O)(=O)NCc2cccnc2)cc1,1,19,-2,0,2,25,11
O=C(CSc1nc(-c2ccc(Cl)cc2)cs1)Nc1cccc([N+](=O)[O-])c1,-5,-38,2,10,-2,-20,-7
O=[N+]([O-])c1cccc(S(=O)(=O)Nc2cccc(-c3ccc(N4CCOCC4)nn3)c2)c1,-1,-48,3,-2,.,-60,-96
O=S(=O)(Cc1ccccc1)N1[C@H](CO)[C@@H](c2ccccc2)C12CN(CCC(F)(F)F)C2,-1,2,-1,-10,.,0,2

# (next part)
SMILES,SIRT5 inh,EWS-Fli inh,CASP6 VEID inh,DENV2 CPE rescue,ARNT-TACC3 inh,LGR2 inh,PAX8 reporter
Cc1ccc(-n2nc(C)c3c(C)c(CCC(=O)NCc4ccccc4)c(C)nc32)cc1,0,3,0,8,-1,19,-11
COc1cccc(N2CC(C(=O)Nc3nnc(SCC(=O)NCc4ccco4)s3)CC2=O)c1 (stereo not given),1,15,13,-4,-4,-2,7
O=C(Nc1ncc([N+](=O)[O-])s1)C1CC(=O)N(c2ccc(F)cc2)C1 (stereo not given),3,-13,4,-6,.,-9,-37
C[C@@H]1CN([C@H](C)CO)C(=O)Cc2cc(NC(=O)NC3CCCCC3)ccc2O[C@@H]1CN(C)C(=O)Nc1ccc(C(F)(F)F)cc1,6,20,.,-4,-9,-20,23
O=C(COC(=O)c1ccc(Cl)c(S(=O)(=O)N2CCCCC2)c1)NCc1ccco1,-1,6,.,8,-9,17,13
CCNC(=S)N/N=C/c1ccco1,5,.,3,.,6,-2,-9
Cc1cccc(N2CC(C(=O)Nc3nnc(SCCC4OCCO4)s3)CC2=O)c1 (stereo not given),-4,-2,13,12,-2,-12,.
CN(CCNC(=O)c1cc2c(=O)n(C)c3ccccc3c2n1C)Cc1ccccc1,-1,-4,2,7,2,1,-3
O=C(Cc1ccc(Cl)cc1)Nc1cccnc1,-3,0,1,-3,1,8,-11
Nc1ccc(S(=O)(=O)N2CCCC2C(=O)O)cc1 (stereo not given),-1,1,1,-4,13,?,6
CNS(=O)(=O)c1cc(S(=O)(=O)NC)c2cccc3c2c1NC3=O,-3,10,18,-7,-3,-2,21
COCCn1c(CN2CCN(C(c3ccccc3)c3ccccc3)CC2)nc2c1c(=O)n(C)c(=O)n2C,-6,9,-5,-4,-1,-1,18
CC(=O)Nc1ccc(NC(=O)c2cc(-n3cnnc3)ccc2Cl)cc1,-6,-1,-1,4,-2,-3,-12
Cc1cc(=O)n2nc(N3CCCC(C(=O)NCc4cccc(Cl)c4)C3)sc2n1 (stereo not given),0,0,-3,-4,6,-3,1
CCO[C@@H]1OC(C(=O)N2CCN(Cc3ccccc3)CC2)=C[C@H](c2coc3ccccc3c2=O)[C@H]1CCCO,.,-2,0,.,3,1,16
O=S(=O)(c1ccc(F)cc1)N1CCCCN2[C@@H](CO)[C@H](c3ccc(-c4ccccc4)cc3)[C@@H]2C1,10,16,0,14,8,-7,57
OC(CN1CCN(c2ccccc2)CC1)c1ccc2c(c1)CCN2 (stereo not given),6,0,-1,0,1,.,-1
COc1ccccc1-c1cc2c(c3c1ccn3C)C1CCC2O1 (stereo not given),-7,-14,0,-7,.,-3,-17
C[C@@H]1CN([C@H](C)CO)C(=O)c2cc(NC(=O)Cn3cnnn3)ccc2O[C@@H]1CN(C)C(=O)Nc1ccc(C(F)(F)F)cc1,4,-9,-1,59*,-3,11,.
COc1cc2nc(CN3CCN(S(=O)(=O)c4ccccc4[N+](=O)[O-])CC3)[nH]c(=O)c2cc1OC,0,6,2,15,.,16,0
Cc1ccc(C(C)C)cc1OCC(=O)Nc1ccc(N2CCCCC2)cc1,-2,-1,-1,0,6,1,-16
CCN(c1ccc(NC(=O)COC(=O)/C=C/c2ccco2)cc1)C(C)C,3,-2,1,-1,5,-3,12
NS(=O)(=O)c1ccc(CCNC(=O)CN2CCN(c3ccccc3F)CC2)cc1,1,5,-1,3,-2,0,-3
COc1ccc(CCN2CCC(CN3C(=S)NC[C@@H]3Cc3ccccc3)CC2)cc1OC,1,12,-23,93*,.,-20,8
O=C(N/N=C/c1ccccc1)c1ccc(NC(=O)c2ccc(F)cc2)cc1,-2,0,-4,-3,1,-21,-69
CCCCNC(=O)C1(C)CCCCN1CC(=O)c1ccc(OC)cc1 (stereo not given),.,-7,0,?,.,2,-18

# Outcome played no part in choosing rows; 4.9% or so of the library scored in one or more.
